# PI4K2A inh – inhibitors of human PI4K2A; Q9BTU6; purified PI4K2A, ADP-Glo luminescence, 1 h; active compounds read low; activity change, negative = inhibition, % at 76.9 µM; 420,000 compounds, 0.13% hits; AID 1346378; in the data active means activity change below about -50%; inconclusive means mostly about -30% to -49%;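 further: -100% = wells without enzyme as full effect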
#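 Compounds are screened against recombinant PI4K2A using PI as substrate and ATP, the latter dispensed at 300 microM. Reactions run one hour at ambient temperature before ADP-Glo detection; full inhibition defined by wells lacking enzyme.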
# rTrxR1 inhibitor – inhibitors of rat thioredoxin reductase 1; 390,000 compounds, 1% hits; O89049; AID 588453; recombinant rTrxR1, NADPH fluorescence consumption, selenite substrate; Potency, µM (highest dose often 114 µM), without a hit: top-dose activity change, negative = inhibition, actives largely listed as inhibitors; further: potency means the concentration at half of the fitted maximal effect; on the % scale 0 is the no-effect control and ±100 the full control effect; nearly all actives have a fitted effect of over 65% in size
# Target sequence (O89049 whole entry, looked up): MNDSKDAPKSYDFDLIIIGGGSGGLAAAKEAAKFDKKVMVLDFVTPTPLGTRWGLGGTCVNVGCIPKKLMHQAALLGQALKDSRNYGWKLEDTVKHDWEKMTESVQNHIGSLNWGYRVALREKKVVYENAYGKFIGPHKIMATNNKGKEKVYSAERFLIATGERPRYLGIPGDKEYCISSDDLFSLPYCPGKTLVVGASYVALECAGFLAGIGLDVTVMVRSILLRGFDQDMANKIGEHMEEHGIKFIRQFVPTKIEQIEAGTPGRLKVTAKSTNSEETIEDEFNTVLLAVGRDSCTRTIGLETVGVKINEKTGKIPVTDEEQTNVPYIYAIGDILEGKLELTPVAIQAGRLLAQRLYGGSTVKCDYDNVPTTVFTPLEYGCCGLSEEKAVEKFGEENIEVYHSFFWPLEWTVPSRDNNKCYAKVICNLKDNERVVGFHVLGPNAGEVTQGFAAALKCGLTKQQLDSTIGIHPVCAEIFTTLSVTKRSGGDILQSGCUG
#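 Rat TrxR1 (90 nM in the dispensed reagent) was pre-reduced with 400 uM NADPH for 5 min at room temperature, then incubated with compound for 15 min. After 400 uM selenite was added, NADPH fluorescence (Ex 340/Em 450 nm) was followed for 8 min.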
# HP1b chromo inh – HP1-beta chromodomain-methylated histone interaction inhibition; P83916; AlphaScreen HP1-beta / biotin-H3K9me3 peptide binding; Potency, µM (titrated, usually from 114 µM), without a hit: at the highest dose activity change, negative = inhibition, hits mostly inhibitors; 390,000 compounds, 0.56% hits; AID 540317; further: potency means the concentration at half of the fitted maximal effect; nearly all actives have a fitted effect of over 70% in size; inactives centre near 23
# Target sequence (P83916 whole entry, looked up): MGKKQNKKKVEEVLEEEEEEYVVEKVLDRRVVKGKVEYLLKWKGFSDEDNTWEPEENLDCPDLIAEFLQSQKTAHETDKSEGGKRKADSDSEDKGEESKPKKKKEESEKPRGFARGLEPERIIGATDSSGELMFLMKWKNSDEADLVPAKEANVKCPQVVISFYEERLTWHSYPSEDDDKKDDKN
#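 HP1-beta protein (50 nM final) preincubated 30 min at room temperature with biotinylated H3(1-18)K9me3 peptide (50 nM) in PBS pH 7.4, 0.01% Tween-20, then compound added for 30 min. AlphaScreen streptavidin donor/nickel chelate acceptor beads (10 ug/mL final), 30 min dark, luminescence read.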
# USP1-UAF1 inh – USP1/UAF1 (human) deubiquitinase inhibition; recombinant USP1/UAF1, Ub-Rhodamine cleavage fluorescence; Potency, µM (top dose mostly 57.1 µM), without a hit: at the highest dose activity change, negative = inhibition, actives largely listed as inhibitors; 390,000 compounds, 0.23% hits; further: potency means the concentration at half of the fitted maximal effect; on the % scale 0 is the no-effect control and ±100 the full control effect; nearly all actives have a fitted effect of over 60% in size; inactives centre near -12
#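 USP1/UAF1 complex at 1 nM was preincubated with compound for 15 min at room temperature, then Ub-Rho substrate (150nM final) was added. Fluorescence (480/540 nm) was read kinetically, 6 reads every 60 seconds.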
# GLS inhibitor – glutaminase GLS (human) inhibition. GLS enzymatic activity, qHTS titration. AID 624170. 410,000 compounds, 0.21% hits. Potency, µM (titrated, usually from 45.5 µM), for inactives: top-dose activity change, negative = inhibition, hits mostly inhibitors; further: potency means the concentration at half of the fitted maximal effect; on the % scale 0 is the no-effect control and ±100 the full control effect
#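 hKGA in 45 mM KH2PO4 pH 8.2, 0.02% Tween-20 with pin-transferred compounds; 1 mM L-glutamine (stock) plus glutamate oxidase/HRP/Amplex Red coupling added. Fluorescence read initially and after 30 min at RT.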
# TrxR1 substrate – is turned over as a substrate by rat TrxR1; O89049; purified TrxR1 substrate turnover, NADPH consumption readout; Potency, µM (top dose mostly 114 µM), without a hit: at the top dose activity change, negative = substrate turnover; 390,000 compounds, 0.01% hits; further: potency means the concentration at half of the fitted maximal effect; on the % scale 0 is the no-effect control and ±100 the full control effect; nearly all actives have a fitted effect of over 50% in size
#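 Rat TrxR1, dispensed at 90 nM, was prereduced with 400 uM NADPH (final) for 5 min at ~22 deg C, then incubated with compound 15 min before 400 uM selenite. A first-read NADPH fluorescence drop versus no-compound background flagged substrates.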
# Pin1 inh – inhibitors of human Pin1; Pin1 FP peptide displacement, HiFluor488, 10 min; Potency, µM (series often up to 115 µM), for the others: at the top dose activity, negative = inhibition, actives largely listed as inhibitors; 390,000 compounds, 0.009% hits; AID 504891; active means well fitted inhibition curve with a large enough effect in the polarisation, with a control signal flat, not every such curve was filed as active; inconclusive means small, poorly fitted or top-dose-only effect, or effect the other way, or a change in a side signal; inactive means no such curve, though single readings can be large or run the other way; the % refers to the polarisation; further: potency means the concentration at half of the fitted maximal effect; on the % scale 0 is the no-effect control and ±100 the full control effect
# Target sequence (Q13526 whole entry, looked up): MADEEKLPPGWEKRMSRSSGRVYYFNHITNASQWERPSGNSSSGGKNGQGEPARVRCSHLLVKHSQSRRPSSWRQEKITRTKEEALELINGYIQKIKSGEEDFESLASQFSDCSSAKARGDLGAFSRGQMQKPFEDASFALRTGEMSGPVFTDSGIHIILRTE
# Tb PGK inh – T. brucei PGK inhibition. P07378. PGK/GAPDH coupled, Kinase-Glo luminescence, 60 min. Potency, µM (doses to about 57.5 µM), without a hit: at the top dose activity change, negative = inhibition, actives largely listed as inhibitors. 380,000 compounds, 0.043% hits. AID 602233; further: potency means the concentration at half of the fitted maximal effect; on the % scale 0 is the no-effect control and ±100 the full control effect; nearly all actives have a fitted effect of over 60% in size
#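 Luminescent ATP detection (Kinase-Glo Plus) follows a 60-minute room-temperature incubation, with wells lacking PGK as controls. Buffer: 100 mM TEA (pH 7.6), 5 mM MgCl2, 0.01% Tween-20. Coupling enzyme GAPDH (100 nM final) supplies unstable 1,3-BPG in-well.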
# mIDH1 inhibitor – blocks human mutant IDH1 R132H enzyme; 390,000 compounds, 0.093% hits; O75874; AID 602179; Potency, µM (top dose mostly 76.6 µM), without a hit: at the highest dose activity change, negative = inhibition, hits mostly inhibitors; IDH1-R132H enzyme, NADPH consumption, diaphorase/resazurin fluorescence; further: potency means the concentration at half of the fitted maximal effect; on the % scale 0 is the no-effect control and ±100 the full control effect; nearly all actives have a fitted effect of over 65% in size
#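 IDH1-R132H (0.5 ug/mL dispensed) in pH 7.5 Tris buffer was preincubated 30 min with compound, then given a substrate mix of 0.016 mM NADPH and 2 mM alpha-KG for 80 min at room temperature; remaining NADPH was read by diaphorase/resazurin fluorescence.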
# An asterisk follows results filed as active; i = inactive; ? = inconclusive; · = no result given; [ ] = dose if it differs, or a comment. Unless noted, the call rests on the fitted dose curve; in most records, active means well fitted curve in the direction sought with a large enough effect; inconclusive means small, poorly fitted or top-dose-only effect, or another doubt; inactive means no such curve, though single readings can be large; an effect the other way counts as inactive or inconclusive. These rows are one share of the data. The share of hits here may be higher or lower than overall.
SMILES,PI4K2A inh,rTrxR1 inhibitor,HP1b chromo inh,USP1-UAF1 inh,GLS inhibitor,TrxR1 substrate,Pin1 inh,Tb PGK inh,mIDH1 inhibitor
COc1ccc(CCNC(=O)CCC(=O)n2ncc3cc(C)ccc32)cc1OC,8,24%[57.1 µM],28%,-18%,-4%,5%,-2%,-2%,12%
O=C1C(=NO)C(c2ccccc2)Oc2ccccc21 (stereo unspecified),-1,8%[57.1 µM],-16%,-5%,18%,5%,-1%,-8%,3%
COc1ccccc1NC(=O)Cn1c([N+](=O)[O-])cnc1C,5,26%,30%,-18%,1%,2%,-7%,-3%,-1%
Cc1ccc(/C=N/NC(=O)c2cccs2)s1,-6,-2%,33%,-10%,2%,-13%,5%,·,2%
COc1ccc(C2CC(=O)Nc3ccccc3S2(=O)=O)cc1OC (stereo unspecified),-8,-15%,2%,0%,-1%,-11%,-2%,-5%,3%
O=C(NC(=S)NCc1ccccc1)C1CC1,-4,18%[57.1 µM],23%,-12%,0%,4%[57.1 µM],7%,-2%,14%
Cc1ccc(CSCC(=O)N2CCCC2)cc1,2,6%[57.1 µM],33%,-21%,-30%,-12%[57.1 µM],3%,i,9%
CCOC(=O)CCn1nc(-c2ccccc2)cc1N,5,13%,54%[activator],-18%,-1%,2%,1%,-1%,6%
CC(C)C(NC(=O)c1ccccc1)C(=O)N/N=C\c1ccco1 (stereo unspecified),-1,-9%,39%[activator],-7%,-2%,-13%,5%,-8%,-3%
O=C(CN1CCSCC1)N/N=C/c1ccc(F)c(F)c1,-3,22%[57.1 µM],?,-5%,0%,9%[57.1 µM],-12%,-18%,15%
CCC1CCC2(CC1)NC(=O)N(CC(=O)NCc1ccc(Cl)cc1)C2=O (stereo unspecified),4,-4%,42%[activator],-16%,-7%,-10%,-2%,-10%,15%
O=C(NCc1ccon1)C1CCC(=O)N(Cc2cccc(C(F)(F)F)c2)C1 (stereo unspecified),-1,30%,23%[57 µM],-17%,2%,5%,-1%,-5%,6%
CCOc1ccc(Br)cc1C(=O)N/N=C/c1ccc([N+](=O)[O-])cc1,3,5%,22%,-10%,-3%,-3%,4%,-3%,7%
COC(=O)c1cc2oc(C)cc2n1Cc1ccc(Br)cc1F,-1,15%,-10%,-22%,-2%,7%,1%,i,0%
c1ccc(-c2ccc(-c3ccccn3)s2)nc1,-9,?,20%,-20%,3%,267%[activator],0%,-3%,2%
Cc1ccc(S(=O)(=O)N/N=C\c2cn(-c3ccccc3)nc2-c2ccccc2)cc1,1,10%,17%,-19%,1%,-3%,14%,i,-2%
COc1ccc(NC(=O)CN(C)C(=O)CCC2CCCC2)cc1,5,15%,21%,-17%,-9%,-3%,0%,-12%,4%
O=C(c1ccc(CS(=O)Cc2cccc(Cl)c2)o1)N1CCN(c2ccc(F)cc2)CC1 (stereo unspecified),3,·,·,-22%,20%,·,·,-4%,3%
CC(=O)Nc1nc(C)c(Cc2ccccc2)c(=O)[nH]1,4,-2%,10%,5%,5%,-3%,7%,2%,1%
Cc1ccc(C)c(NC(=O)C(C)n2c(=O)cc(C(F)(F)F)c3c(C)nn(C)c32)c1 (stereo unspecified),-3,-6%[57.1 µM],-18%,-7%,-1%,-6%[57.1 µM],2%,-2%,59%[activator]
Cn1ccnc1C1CCCCN1C(=O)c1cc(COc2ccc(F)cc2F)on1 (stereo unspecified),-2,16%[0.0914 µM],-12%,-3%,5%,-5%,0%,i,5%
Cc1ccc(N2CC(C(=O)Nc3nnc(SCc4cccnc4)s3)CC2=O)cc1 (stereo unspecified),1,2%,47%[activator],-8%,2%,4%,3%,7%,1%
COc1ccc(-c2cn(CCC(=O)NCc3ccc(C)cc3)c(CCN)n2)cc1,2,32%[57.1 µM],-4%,-19%,-3%,13%[57.1 µM],0%,-2%,-12%
CCn1nnc2cc(C(=O)N3CCC(C(=O)OC)CC3)ccc21,0,7%,-13%,?,2%,0%,6%,0%,-2%
Cn1ncc(Br)c1C(=O)NC1CCCCCC1,6,24%,33%,-14%,-3%,6%,4%,-2%,-5%

# Following part
SMILES,PI4K2A inh,rTrxR1 inhibitor,HP1b chromo inh,USP1-UAF1 inh,GLS inhibitor,TrxR1 substrate,Pin1 inh,Tb PGK inh,mIDH1 inhibitor
CN(C)CCNC(=O)c1onc(CSc2ccc(F)cc2)c1C(=O)NCCN(C)C,-1,24%[57.1 µM],17%,16%,6%,15%[57.1 µM],-1%,-2%,-9%
COc1ccc(S(=O)(=O)N(CC(=O)N/N=C/c2cccs2)c2ccc(C)cc2)cc1OC,-2,11%[57.1 µM],14%,-22%,-1%,-13%,27%,-1%,0%
CCCN1CN(Cc2ccco2)c2nc3ccccc3n2C1,-1,5%,15%,-11%,4%,-5%,2%,-9%,1%
Cc1cc(N2CCCCC2)nc(N2CCOCC2)n1,4,6%,8%,-5%,-2%,-4%,-3%,i,7%
CC1CC(=O)NN=C1c1ccc(N)c([N+](=O)[O-])c1 (stereo unspecified),0,-8%,?,-8%,8%,-9%,-1%,-9%,8%
Cc1ccc(NC(=S)N(CCN2CCOCC2)Cc2ccccc2F)cc1Cl,-2,-43%,37%,-7%,-11%,-11%,-5%,-3%,0%
CCOc1c(Br)cc(/C=C2\N=C(C)OC2=O)cc1Br,-2,-14%,24%,-20%,4%,9%,5%,-11%,-7%
Cc1[nH]c(C)c(S(=O)(=O)N(C)Cc2ccccc2)c1C(=O)N1CCCC1,-2,25%,10%,-24%,-1%,3%,-12%,-2%,0%
O=C(CSc1c2c(nc3ccccc13)CCCC2)NCc1ccco1,-4,-2%,39%[activator],-5%,1%,6%,-8%,9%,-10%
O=C(Nc1ccc(Cl)cc1)N1CCC(c2nc(-c3ccc(F)cc3)no2)CC1,-3,13%,29%,-21%,-2%,2%,-2%,3%,0%
Nc1nc(-c2ccc([N+](=O)[O-])cc2)c(C(=O)Nc2ccc(Cl)cc2)s1,-2,20%,17%,3%,0%,-4%,-12%,-2%,-2%
C(=N\N1CCN(Cc2ccccc2)CC1)/c1cccnc1,3,-16%,17%,-8%,3%,-12%,5%,i,9%
N#Cc1ccc(-c2ccc(OCC(O)CN3CCOCC3)cc2)cc1 (stereo unspecified),0,-2%,53%[activator],-12%,2%,56%[activator],-2%,9%,-4%
CC(C)Cn1c(=S)[nH]c2cc(C(=O)NCc3ccccc3F)ccc2c1=O,-5,34%,41%[activator],-13%,-3%,2%,7%,2%,0%
CN(Cc1ccccc1)C(=O)c1ccc(NC(=O)Cc2cccc(NC(=O)C3CCN(C(=O)C4CCCCC4)CC3)c2)cc1,-2,20%,23%,-13%,0%,1%,-1%,-7%,-9%
COc1ccc(CNC(=O)C2CCCN(c3nc4ccccc4o3)C2)c(OC)c1 (stereo unspecified),2,20%,27%,-18%,14%,-1%,1%,7%,-2%
C/C(=N\NC(=O)c1ccc(F)cc1)c1cccc(NC(=O)c2cccc(F)c2)c1,0,11%,36%,-22%,-3%,3%,-6%,-11%,2%
CC1=C(C(=O)OC(C)C)C(c2coc3ccccc3c2=O)C2=C(CCCC2=O)N1 (stereo unspecified),1,8%[57.1 µM],47%[activator],-17%,10%,8%[57.1 µM],-5%,5%,4%
O=[N+]([O-])c1ccc(C(O)C(CO)NC(=S)Nc2ccccc2)cc1 (stereo unspecified),-1,2%[57.1 µM],8%,-12%,-9%,12%[57.1 µM],-13%,0%,-1%
Cc1ccc(CNC(=O)C2CCCN(S(C)(=O)=O)C2)cc1 (stereo unspecified),7,11%,19%,-14%,-1%,7%,8%,·,7%
CCCCOC(=O)c1ccc(NC(=O)C(=O)NCCN(C)C)cc1,2,33%,26%,-10%,-12%,8%,-14%,0%,13%
O=C(c1ccoc1)N1CCC2(CC1)Oc1ccc(F)cc1C(=O)C21CC(c2ccccc2)=NO1 (stereo unspecified),2,1%[57.1 µM],9%,-9%,4%,4%[57.1 µM],5%,1%,3%
Cc1ccccc1NS(=O)(=O)c1ccc(NC(=O)c2nc3ncccn3n2)cc1,-2,2%,25%,-17%,21%,10%,12%,-4%,4%
COC(=O)c1ccc2c(CCO)c[nH]c2c1,3,11%[57.1 µM],38%,17%,5%,219%[activator][57.1 µM],-5%,8%,0%
Cc1nc2scc(C)n2c(=O)c1S(=O)(=O)NCCc1ccc(Cl)cc1,2,17%,18%,-13%,3%,27%,4%,1%,2%
S=C(NCCN1CCOCC1)N/N=C/c1cccs1,0,1%,30%,-12%,21%,-9%,-4%,·,4%
O/N=C/c1ccc(OCc2ccccc2)c(Br)c1,3,-8%,19%,-18%,1%,-5%,4%,-9%,0%
O=C(CSc1ncnc2c1cnn2-c1ccccc1)NC1CCS(=O)(=O)C1 (stereo unspecified),4,-12%,42%,-11%,1%,-6%,4%,i,-3%
O=C(Nc1cccnc1)c1cc(-c2ccccc2O)on1,-4,16%,32%,-3%,12%,0%,12%,-10%,5%

# Screening data deposited in PubChem by National Center for Advancing Translational Sciences (NCATS).
